Screening results (PubChem BioAssay)
NPYLR7 ag – activates Aedes aegypti NPYLR7 receptor; HEK293T NPYLR7/Galpha15, GCaMP6s calcium fluorescence; activation, % at 10 µM; 0.15% of 270,000 active; in the data active means activation above about 40%;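 further: 0% = vehicle and 100% = reference agonist at the receptor; some compounds past the cut are filed as inactive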
hcGAS inh – blocks human cGAS activity; Q8N884; recombinant h-cGAS, ATP depletion, Kinase-Glo luminescence; inhibition, % at 12.5 µM; 0.081% of 290,000 active; AID 1259398;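 further: 0% = vehicle reaction and 100% = reaction without DNA for no activity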
Target sequence (Q8N884 whole entry, looked up): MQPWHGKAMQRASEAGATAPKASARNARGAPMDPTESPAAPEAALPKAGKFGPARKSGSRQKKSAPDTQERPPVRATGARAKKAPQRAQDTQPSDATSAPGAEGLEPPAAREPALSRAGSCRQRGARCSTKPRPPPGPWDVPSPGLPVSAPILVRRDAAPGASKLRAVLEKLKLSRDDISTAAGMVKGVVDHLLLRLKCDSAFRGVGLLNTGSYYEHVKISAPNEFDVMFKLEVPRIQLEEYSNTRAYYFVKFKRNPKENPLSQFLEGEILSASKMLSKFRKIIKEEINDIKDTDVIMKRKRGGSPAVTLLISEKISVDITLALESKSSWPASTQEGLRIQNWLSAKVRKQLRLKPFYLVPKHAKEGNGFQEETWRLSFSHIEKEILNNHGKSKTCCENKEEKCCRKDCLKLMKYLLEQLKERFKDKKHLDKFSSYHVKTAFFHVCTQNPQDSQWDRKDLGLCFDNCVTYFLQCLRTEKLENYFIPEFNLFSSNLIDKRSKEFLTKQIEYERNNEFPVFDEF
mcGAS lum – inhibitors of mouse cGAS; Q8C6L5; recombinant cGAS, Kinase-Glo ATP depletion luminescence; inhibition, % at 12.5 µM; 0.15% of 160,000 active; AID 1259399;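 further: 0% = negative control wells and 100% = reference inhibitor with no enzyme activity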
* = called active by the depositor; & = joins results of further samples. Unless noted, no stated cut-off is given here; in the data, active means inhibition above about 40%; inactive means the rest. Compounds were not picked by outcome; 0.27% or so of the library scored in one or more.

Start of the data: the first 8 compounds, to show the layout:
What do the screens show for `O=C(NC(c1ccc2ccccc2n1)c1cccs1)C1CCN(Cc2cccc(C(F)(F)F)c2)CC1` (stereo not drawn)?
NPYLR7 ag: 2.3; hcGAS inh: 3.5; mcGAS lum: 2.0

Results for COc1ccc(-c2cn(S(=O)(=O)c3ccccc3OC)nc2N)cc1OC ?
NPYLR7 ag: -11.6; hcGAS inh: -0.7; mcGAS lum: -6.2

Results for COc1cc2c(cc1OC)C(CNC(=O)c1ccccc1Cl)N(C(=O)NC(C)C)CC2 (stereo not drawn) ?
NPYLR7 ag: 2.6; hcGAS inh: -3.1; mcGAS lum: -6.6

What do the screens show for `O=C1CC(c2ccc(C(=O)O)cc2)c2c(n(C3CCCCC3)[nH]c2=O)N1` (stereo not drawn)?
NPYLR7 ag: -1.7; hcGAS inh: -1.7

Results for CCc1ccc(CN2CCC3(CCCN(C(=O)CCSC)C3)C2)nc1 (stereo not drawn) ?
NPYLR7 ag: -1.0; hcGAS inh: -4.0

Results for COCCN(Cc1nc(-c2ccc(C(F)(F)F)cc2)no1)C(C)C ?
NPYLR7 ag: -0.2; hcGAS inh: -0.6; mcGAS lum: -3.3

What do the screens show for `CCN(CC)CCCNC(=O)Cn1nc([N+](=O)[O-])c(Br)c1C`?
NPYLR7 ag: -10.5; hcGAS inh: -5.1; mcGAS lum: -4.5

How did Cc1cc(Nc2ccc3c(c2)OCO3)c2ccc(C(F)(F)F)cc2n1 do in these assays?
NPYLR7 ag: -3.8; hcGAS inh: -3.6; mcGAS lum: -7.0

Main list, from the first entry:
What do the screens show for `O=C(NC(c1ccc2ccccc2n1)c1cccs1)C1CCN(Cc2cccc(C(F)(F)F)c2)CC1` (stereo not drawn)?
NPYLR7 ag: 2.3; hcGAS inh: 3.5; mcGAS lum: 2.0

Results for COc1ccc(-c2cn(S(=O)(=O)c3ccccc3OC)nc2N)cc1OC ?
NPYLR7 ag: -11.6; hcGAS inh: -0.7; mcGAS lum: -6.2

Results for COc1cc2c(cc1OC)C(CNC(=O)c1ccccc1Cl)N(C(=O)NC(C)C)CC2 (stereo not drawn) ?
NPYLR7 ag: 2.6; hcGAS inh: -3.1; mcGAS lum: -6.6

What do the screens show for `O=C1CC(c2ccc(C(=O)O)cc2)c2c(n(C3CCCCC3)[nH]c2=O)N1` (stereo not drawn)?
NPYLR7 ag: -1.7; hcGAS inh: -1.7

Results for CCc1ccc(CN2CCC3(CCCN(C(=O)CCSC)C3)C2)nc1 (stereo not drawn) ?
NPYLR7 ag: -1.0; hcGAS inh: -4.0

Results for COCCN(Cc1nc(-c2ccc(C(F)(F)F)cc2)no1)C(C)C ?
NPYLR7 ag: -0.2; hcGAS inh: -0.6; mcGAS lum: -3.3

What do the screens show for `CCN(CC)CCCNC(=O)Cn1nc([N+](=O)[O-])c(Br)c1C`?
NPYLR7 ag: -10.5; hcGAS inh: -5.1; mcGAS lum: -4.5

How did Cc1cc(Nc2ccc3c(c2)OCO3)c2ccc(C(F)(F)F)cc2n1 do in these assays?
NPYLR7 ag: -3.8; hcGAS inh: -3.6; mcGAS lum: -7.0

How did O=S(=O)(Nc1nc2ccccc2nc1-[n+]1ccccc1)c1ccc(F)cc1 do in these assays?
NPYLR7 ag: 2.8; hcGAS inh: -8.2

What do the screens show for `CCOC(=O)c1ccc(NC(=O)c2sc(NC(=O)c3ccc(F)cc3)c(C(=O)OCC)c2C)cc1`?
NPYLR7 ag: 9.7; hcGAS inh: -6.5; mcGAS lum: -4.9

Results for COc1ccc2oc(=O)c(-c3nnc(-c4ccccc4OC)o3)cc2c1 ?
NPYLR7 ag: 13.9; hcGAS inh: -8.3; mcGAS lum: -7.1

Results for COCCN(CC(=O)Nc1nc(CC(=O)N2CCC(n3c(=O)[nH]c4ccccc43)CC2)cs1)C(=O)c1ccc(Cl)cc1 ?
NPYLR7 ag: -5.9; hcGAS inh: -4.0; mcGAS lum: -4.6

Results for O=C(NC1CCCC1)c1ccc(OC2CCN(C(=O)C(=O)c3ccco3)CC2)c(Cl)c1 ?
NPYLR7 ag: -1.5; hcGAS inh: 6.4; mcGAS lum: -1.0

How did Cc1nc2cc(OCc3cc(C(=O)N4C[C@H]5CC[C@H]4C5)no3)ccc2s1 do in these assays?
NPYLR7 ag: 3.4; hcGAS inh: -7.6

What do the screens show for `Cc1ccc(C2=NOC(C(=O)NC(Cc3ccccc3)C(=O)NCC3CCCO3)C2)cc1` (stereo not drawn)?
NPYLR7 ag: 4.5; hcGAS inh: -2.6; mcGAS lum: -8.8

Results for COc1ccc(NC(=O)CCC2CCCN(C(=O)c3csc4c3CCCC4)C2)c(C)c1 (stereo not drawn) ?
NPYLR7 ag: 7.0; hcGAS inh: 2.5; mcGAS lum: -4.6

How did O=C(Nc1nc(CCC(=O)N2CCN(c3ncccn3)CC2)cs1)c1ccc(=O)[nH]c1 do in these assays?
NPYLR7 ag: -5.3; hcGAS inh: -5.3; mcGAS lum: -11.2

What do the screens show for `Cc1ccccc1CO[C@]1(C(=O)NCC2CCCO2)CC(OCc2cccc(C(F)(F)F)c2)[C@H](O)[C@H](O)C1` (stereo partly drawn)?
NPYLR7 ag: -5.8; hcGAS inh: 10.2; mcGAS lum: 0.3

Results for CCOC(=O)c1ccc(N2CCN(C3CCOCC3)CC2)nc1 ?
NPYLR7 ag: 9.7; hcGAS inh: -7.6; mcGAS lum: -14.0

What do the screens show for `O=C(c1cn(-c2ccccc2)nn1)N1CCN(C(=O)c2cccs2)CC1`?
NPYLR7 ag: 3.4; hcGAS inh: 1.7

Results for CC(C)(C)c1cc2nc(C(=O)N3CCOCC3)cc(-c3cccc(F)c3)n2n1 ?
NPYLR7 ag: 2.5; hcGAS inh: -6.8; mcGAS lum: -7.9

What do the screens show for `COc1cccc(C2C(C(=O)c3ccc(C)o3)=C(O)C(=O)N2CCCN(C)C)c1` (stereo not drawn)?
NPYLR7 ag: 1.6; hcGAS inh: -4.1; mcGAS lum: -6.5

What do the screens show for `FC(F)(F)c1cccc(N2CCN(C3CCCN(Cc4ccccc4)C3)CC2)c1` (stereo not drawn)?
NPYLR7 ag: 17.6; hcGAS inh: -6.0

How did COc1cccc(NC(=O)C2(C)CCN2CCc2ccccc2)c1 (stereo not drawn) do in these assays?
NPYLR7 ag: 10.0; hcGAS inh: -12.0

How did Cc1ccc(Cc2nc(N3CCN(C(=O)N(C)C)CC3)c3c(-c4cccnc4)noc3n2)cc1 do in these assays?
NPYLR7 ag: 13.6; hcGAS inh: -3.2; mcGAS lum: -5.7

How did O=C(Nc1ccccc1)N1CCN(c2nc(-c3ccccc3)ns2)CC1 do in these assays?
NPYLR7 ag: 3.4; hcGAS inh: -4.4; mcGAS lum: -7.5

Results for O=C(CSCc1cccs1)Nc1cn[nH]c1 ?
NPYLR7 ag: 13.1; hcGAS inh: -5.0

Results for CC(C)N(CC(=O)N(Cc1ccc(F)cc1)Cc1ccco1)C(=O)C12CC3CC(CC(C3)C1)C2 ?
NPYLR7 ag: -6.1; hcGAS inh: -9.1; mcGAS lum: -4.1

How did CC(C)N(CC(=O)N(Cc1ccccc1)Cc1cccn1Cc1ccc(F)cc1)C(=O)c1cccc(F)c1 do in these assays?
NPYLR7 ag: 1.4; hcGAS inh: -6.6; mcGAS lum: -5.1

How did Cc1nonc1C1CCCN1S(=O)(=O)NCc1ccccc1 (stereo not drawn) do in these assays?
NPYLR7 ag: -1.6; hcGAS inh: -6.0

What do the screens show for `CC(SC12CC3CC(CC(C3)C1)C2)C(=O)Nc1cccc(F)c1` (stereo not drawn)?
NPYLR7 ag: 5.1; hcGAS inh: -8.8; mcGAS lum: -11.9

Results for CC(NC(=O)c1ccc(-c2cccc(Cl)c2)s1)c1ccc(Br)cc1 (stereo not drawn) ?
NPYLR7 ag: -0.7; hcGAS inh: 5.8; mcGAS lum: 0.1

Results for CC(Cl)C(=O)Nc1ccccc1C1SCC(=O)N1c1cc(F)ccc1F (stereo not drawn) ?
hcGAS inh: 3.9; mcGAS lum: -2.8

How did Oc1cc(CCC2CCCCN2)cc(-c2ccncc2)c1 (stereo not drawn) do in these assays?
NPYLR7 ag: 8.0; hcGAS inh: -5.2

What do the screens show for `COCCNC(=O)C1CCCN(C2CCN(C(=O)c3c(C)noc3C)CC2)C1` (stereo not drawn)?
NPYLR7 ag: 10.0; hcGAS inh: -7.7; mcGAS lum: -10.3

How did CN1C(=O)c2cccc3c(N4CCCCC4)ccc(c23)C1=O do in these assays?
NPYLR7 ag: 2.6; hcGAS inh: -7.8; mcGAS lum: -5.1

What do the screens show for `Cc1c(C(=O)NCc2cccc(Cl)c2)sc(=O)n1Cc1ccc(S(=O)(=O)N(C)C)cc1`?
NPYLR7 ag: 15.6; hcGAS inh: -4.9

What do the screens show for `COc1ccc(C(=O)N2CCCCC2)cc1S(=O)(=O)N1CCOCC1`?
NPYLR7 ag: -3.5; hcGAS inh: -2.4; mcGAS lum: -3.9

How did Cc1cc(C(=O)N(Cc2ccco2)c2nc3ccc(F)cc3s2)on1 do in these assays?
NPYLR7 ag: 2.1; hcGAS inh: -5.3; mcGAS lum: -7.4

Results for O=C(NNc1nc(-c2ccccc2)c2cc(Br)ccc2n1)c1ccc(Br)cc1 ?
NPYLR7 ag: -4.9; hcGAS inh: -1.3; mcGAS lum: -3.4

Results for COc1ccc(C(=O)N2C[C@H]3CC=CC[C@H]3C2)cc1N1CCOCC1 ?
NPYLR7 ag: 16.6; hcGAS inh: -6.0; mcGAS lum: -16.3

What do the screens show for `COc1ccc(Cl)cc1NC(=O)Cc1csc(-n2cccc2)n1`?
NPYLR7 ag: 0.9; hcGAS inh: -2.4

Results for CN1c2ccccc2C(=O)NC1C1=CCC2CC1C2(C)C (stereo not drawn) ?
NPYLR7 ag: 12.2; hcGAS inh: -9.4

Results for O=C(Nc1ccc(C2SCC(=O)N2c2ccc3c(c2)CCC3)cc1)c1ccc(Cl)cc1Cl (stereo not drawn) ?
hcGAS inh: -1.1; mcGAS lum: -3.5

What do the screens show for `O=C(Nc1nccs1)c1cc(Br)ccc1O`?
NPYLR7 ag: -10.6; hcGAS inh: 30.0

How did CCOc1ccc(NC(=O)CC2S/C(=N/N=C\C=C\c3ccccc3)NC2=O)cc1 (stereo not drawn) do in these assays?
NPYLR7 ag: 8.7; hcGAS inh: -9.7

Results for CNc1cncc(-c2ccc(C(=O)OC)c(OC)c2)n1 ?
NPYLR7 ag: 0.4; hcGAS inh: -0.1

Results for OCC1(O)CCN(Cc2noc(-c3ccccc3)n2)CC1 ?
NPYLR7 ag: -2.5; hcGAS inh: -9.7; mcGAS lum: -13.4

Results for COCCCN(Cc1ccc(F)cc1)Cc1ccc(C(C)(C)O)o1 ?
NPYLR7 ag: 6.9; hcGAS inh: -4.0; mcGAS lum: -3.9

How did Cc1ccc(-c2cc(C(=O)NN=Cc3ccc(N(C)C)cc3)n[nH]2)s1 do in these assays?
NPYLR7 ag: -0.7; hcGAS inh: -3.7; mcGAS lum: -1.0

Results for CCn1nccc1C(=O)Nc1sccc1C(=O)NC ?
NPYLR7 ag: 1.5; hcGAS inh: -3.6; mcGAS lum: -8.1

How did NS(=O)(=O)c1cccc(NC(=O)CCC(=O)c2cccs2)c1 do in these assays?
NPYLR7 ag: 2.6; hcGAS inh: -8.8

What do the screens show for `O=C1CCC(C(=O)N2CCC(CCn3cccn3)CC2)CN1Cc1ccccn1` (stereo not drawn)?
NPYLR7 ag: 20.4&1.8; hcGAS inh: -4.7&-6.7

Results for COc1cc2cc(C(=O)O)n(C)c2cc1OC ?
NPYLR7 ag: -6.1; hcGAS inh: -5.6; mcGAS lum: -2.5

Results for Cc1occc1C(=O)N1CCN(C(=O)NC(C)c2cccc(F)c2)CC1 (stereo not drawn) ?
NPYLR7 ag: 1.3; hcGAS inh: -0.8

Results for CC(Sc1nnc2ccccn12)C(=O)Nc1cc(Cl)cc(Cl)c1 (stereo not drawn) ?
NPYLR7 ag: -7.5; hcGAS inh: -2.1

Results for O=C(O)c1ccnc(-c2ccnc(N3CCN(Cc4ccccc4)CC3)n2)c1 ?
NPYLR7 ag: 5.4; hcGAS inh: -6.2

How did N#C/C(=C\c1ccc(O)c(O)c1)C(=O)NCCCNC(=O)/C(C#N)=C/c1ccc(O)c(O)c1 do in these assays?
NPYLR7 ag: 3.5; hcGAS inh: 20.6; mcGAS lum: 9.3

How did COc1cccc(Nc2ccc3c(-c4ccccc4)noc3n2)c1OC do in these assays?
NPYLR7 ag: 3.4; hcGAS inh: -2.4; mcGAS lum: -7.3

What do the screens show for `O=S(=O)(NCC1(c2ccccc2)CC1)c1ccc(F)c(F)c1F`?
NPYLR7 ag: -1.1; hcGAS inh: -7.9

Results for CC(C)c1ccc(C(=O)Cn2nc(-c3ccco3)c3sc(N4CCOCC4)nc3c2=O)cc1 ?
NPYLR7 ag: -1.5; hcGAS inh: -7.0; mcGAS lum: -10.8

Results for N#Cc1cccc(NC(=O)CN2NS(=O)(=O)c3ccccc3C2=O)c1 ?
NPYLR7 ag: -0.2; hcGAS inh: -5.9; mcGAS lum: -10.4

Results for Cc1nn(CC(=O)C23CC4CC(CC(C4)C2)C3)c(=O)c(C#N)c1C ?
NPYLR7 ag: -4.6; hcGAS inh: -5.9; mcGAS lum: -6.4

What do the screens show for `CN(Cc1ccc(Cl)s1)C(=O)Cn1cnc2ccccc21`?
NPYLR7 ag: 7.3; hcGAS inh: -6.8

What do the screens show for `C=CCn1c(=C(C#N)C(=O)NCCN2CCOCC2)sc(=Cc2ccsc2)c1=O`?
NPYLR7 ag: -4.6; hcGAS inh: -5.8

How did Cn1ncc(C(=O)N2CCOCC2)c1-c1ccccc1 do in these assays?
NPYLR7 ag: 12.9; hcGAS inh: -7.4; mcGAS lum: -4.3

Results for Cc1nc(-c2ccc(Cl)cc2)sc1C(=O)N1CC(C)OC(C)C1 (stereo not drawn) ?
NPYLR7 ag: 0.9; hcGAS inh: 3.4
